# Source: PubChem BioAssay (several laboratories)
# HTRA1 inh: HTRA1 serine protease inhibitors, primary screen, biochemical, fluorescence polarization, HTS; AID 504803, 2011; 340,000 compounds, 0.5% hits; recombinant HTRA1, FP-rhodamine activity-based probe; inhibition, % at 5.96 µM; Q92743; in the data active = inhibition above about 36%;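 note: 0% = enzyme with DMSO and 100% = wells lacking enzyme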
# UHRF1 MBD2 ctr: UHRF1 methylated DNA binding inhibitors, primary screen, counter-screen for MBD2 inhibitor project, biochemical, TR-FRET, human UHRF1, single concentration; E3 ubiquitin-protein ligase UHRF1 (Homo sapiens), Q96T88; UHRF1 binding to methylated oligo; inhibition, % at 4.4 µM; 370,000 compounds, 0.75% hits; in the data active = inhibition above about 21%;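 note: UHRF1 SRA domain binding a hemimethylated CpG hairpin DNA probe; 0% = median of test compound wells and 100% = reference inhibitor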
# Target sequence (Q96T88 whole entry, looked up, the tested form may be a part): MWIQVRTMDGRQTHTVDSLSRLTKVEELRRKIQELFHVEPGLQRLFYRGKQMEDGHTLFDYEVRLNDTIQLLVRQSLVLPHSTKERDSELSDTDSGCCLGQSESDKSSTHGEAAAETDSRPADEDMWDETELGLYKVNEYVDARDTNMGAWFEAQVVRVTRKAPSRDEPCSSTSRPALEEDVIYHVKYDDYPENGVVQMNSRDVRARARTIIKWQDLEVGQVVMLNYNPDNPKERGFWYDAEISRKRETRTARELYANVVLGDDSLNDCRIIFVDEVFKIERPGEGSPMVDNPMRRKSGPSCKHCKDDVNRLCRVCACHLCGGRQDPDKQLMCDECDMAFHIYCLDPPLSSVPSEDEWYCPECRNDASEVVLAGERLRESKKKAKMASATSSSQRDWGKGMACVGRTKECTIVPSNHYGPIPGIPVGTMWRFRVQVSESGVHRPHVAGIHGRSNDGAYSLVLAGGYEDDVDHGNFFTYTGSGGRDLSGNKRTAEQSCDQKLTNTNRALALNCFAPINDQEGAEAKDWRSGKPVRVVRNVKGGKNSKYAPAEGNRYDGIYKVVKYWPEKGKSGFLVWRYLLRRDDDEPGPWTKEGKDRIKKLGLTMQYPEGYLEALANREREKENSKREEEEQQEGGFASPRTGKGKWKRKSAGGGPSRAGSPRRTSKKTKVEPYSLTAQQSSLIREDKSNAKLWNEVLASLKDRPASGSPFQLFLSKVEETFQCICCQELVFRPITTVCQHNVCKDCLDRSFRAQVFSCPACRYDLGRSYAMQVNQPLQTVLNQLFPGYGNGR
# MBD2 inh: inhibitors of MBD2 binding to methylated DNA, primary screen, biochemical, TR-FRET, DNA-binding domain, human; Methyl-CpG-binding domain protein 2 (Homo sapiens), Q9UBB5; MBD2 binding to methylated oligonucleotide; inhibition, % at 4.4 µM; 370,000 compounds, 0.31% hits; in the data active = inhibition above about 13%
# rCAG RNA binder: binders of r(CAG) RNA repeats, primary screen, biochemical, fluorescence. r(CAG) RNA repeat, TO-PRO-1 dye displacement fluorescence. 370,000 compounds, 1.3% hits. inhibition, % at 3 µM;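 active = inhibition above the plate cutoff, the mean of all test compounds on that plate plus 3 SD, cut at about 35% in these data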;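 note: 0% = DMSO alone and 100% = 100 µM mitoxantrone as full dye displacement; higher means more dye released from RNA so lower well fluorescence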
# TCR CD3 inh: inhibitors of human TCR-CD3 interaction, primary screen, biochemical, fluorescence, TAMRA-labeled TCR probe. 360,000 compounds, 0.37% hits. inhibition, % at 9.4 µM; in the data active = inhibition above about 19%;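 note: recombinant mutant TCR 2C K166C tagged with TAMRA read by polarization; 0% = receptor in buffer alone and 100% = receptor with positive control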
# NPR1 activator: GC-A stimulated cGMP production enhancers – HEK293 GC-A cells, cGMP TR-FRET, EC30 ANP, primary screen. 370,000 compounds, 0.14% hits. activation, % at 10 µM. 0% at EC30 ANP, 100% saturating ANP. Atrial natriuretic peptide receptor 1 (Homo sapiens), P16066. AID 1671463, 2021; in the data active = activation above about 40%
# mABHD4 FP: ABHD4 inhibitors, primary screen, biochemical, fluorescence polarization, mouse; 370,000 compounds, 0.54% hits; inhibition, % at 8.92 µM; purified mABHD4, FP-Rh probe fluorescence polarization; (Lyso)-N-acylphosphatidylethanolamine lipase (Mus musculus), Q8VD66;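 active = inhibition exceeding the mean over every tested compound plus 3 SD, cut at about 30% in these data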;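 note: 0% = plate median of compound wells and 100% = S159A mutant with DMSO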
# Target sequence (Q8VD66 whole entry, looked up): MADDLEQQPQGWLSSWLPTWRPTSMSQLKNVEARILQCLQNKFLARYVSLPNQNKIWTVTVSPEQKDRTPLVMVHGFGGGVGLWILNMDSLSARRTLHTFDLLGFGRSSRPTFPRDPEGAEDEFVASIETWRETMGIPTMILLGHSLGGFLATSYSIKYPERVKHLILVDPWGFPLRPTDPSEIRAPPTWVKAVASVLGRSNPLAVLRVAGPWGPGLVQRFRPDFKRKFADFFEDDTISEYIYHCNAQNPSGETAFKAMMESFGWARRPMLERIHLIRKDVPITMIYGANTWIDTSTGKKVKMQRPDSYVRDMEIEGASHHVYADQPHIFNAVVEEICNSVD
#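 System: mouse ABHD4 enzyme, wild type / Medium: HEPES pH 7.0, NaCl, Pluronic buffer / Reagent: FP-Rh activity-based fluorescent probe / Control set: S159A mutant high control, sample median low control / Detection: fluorescence polarization with parallel and perpendicular emission, 525/598 nm / Schedule: 45 min + 60 min at 25 °C / Compound dosing: 8.92 µM, single dose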
# SIAE inh: human SIAE inhibitors, primary screen, biochemical, fluorescence polarization, FP-Rh probe, 1536-well HTS; Sialate O-acetylesterase (Homo sapiens), Q9HAT2; SIAE FP-Rh probe binding; inhibition, % at 9.66 µM; 370,000 compounds, 0.69% hits; AID 1053197, 2014;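 active = inhibition above a cutoff: mean of compounds within the control limits plus 3 SD of those, cut at about 17% in these data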;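 note: 0% = plate median of compound wells and 100% = probe without SIAE protein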
# PRMT1 inh: PRMT1 methyltransferase inhibitors, primary screen, biochemical, fluorescence polarization. recombinant PRMT1, activity-based probe fluorescence polarization. inhibition, % at 2.79 µM. 370,000 compounds, 1.3% hits;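 active = inhibition above about 21% made by adding two undisclosed values, limit read from the data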
# NPR2 activator: human GC-B receptor activators, primary screen, HEK293 GC-B cells, cGMP TR-FRET, EC30 CNP. AID 1920062, 2024. 370,000 compounds, 0.11% hits. activation, % at 10 µM. Atrial natriuretic peptide receptor 2 (Homo sapiens), P20594. 0% at EC30 CNP, 100% saturating CNP;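 active = activation at 10 µM reaching about 35% in either raw or pattern-adjusted values, limit read from the data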
# Starred values were filed as active, the others as inactive; . = not tested or not shown. The list is partial; the hit share may differ from the screen's.
# Order of results: PRMT1 inh	MBD2 inh	SIAE inh	rCAG RNA binder	NPR2 activator	mABHD4 FP	HTRA1 inh	UHRF1 MBD2 ctr	TCR CD3 inh	NPR1 activator
COC(=O)c1ccccc1N1C(=O)[C@@H]2C(c3ccc(Br)cc3)=NO[C@@H]2C1=O
  4.7	8.8	-7.4	22.6	-3.0	20.7	-0.2	8.3	-9.7	-1.2
CCOC(=O)CCC(NC(=O)c1ccc(NCN2C(=O)CCC2=O)cc1)C(=O)OCC (centres undefined)
  0.3	-1.2	3.4	-0.3	-0.8	0.7	-2.7	-1.6	5.7	-1.7
CC1(C)CC(=O)c2cc3c(N)c(C(=O)NCc4ccccc4)sc3nc2C1
  -0.2	1.1	-5.3	2.1	-8.6	4.7	0.5	-2.6	13.1	-1.4
Cc1ccc(NC(=O)c2ccc(-c3nn(C)c(=O)c4ccccc34)cc2)c(C)c1
  0.0	-1.2	-17.6	-3.2	13.5	-2.1	-12.9	-0.7	0.1	10.1
COc1ccc(Cn2ccc3ccc(-c4ccc5ccn(C(=O)C6CCC6)c5c4)cc32)cc1
  -4.9	-6.5	-8.8	17.2	0.1	-12.4	.	-2.1	.	-1.7
COc1ccc(CCNC(=O)c2ccc(=O)[nH]n2)cc1OC
  -0.3	-4.8	0.0	-1.8	-6.3	-4.0	-3.6	0.1	4.1	0.3
CCCSc1nnc(-c2ccco2)n1C
  1.7	-2.9	-0.9	3.3	1.6	0.5	.	0.9	.	0.0
O=C(c1cc(COc2ccc3ncccc3c2)on1)N1CCC(O)CC1
  -2.3	-1.0	-1.5	-1.3	1.9	-1.9	1.5	3.8	-0.4	-1.7
CCC(=O)c1cn(CC(=O)Nc2ccccc2)c2ccccc12
  5.2	-2.8	-4.4	1.7	0.3	1.3	-8.3	0.6	1.2	1.0
COC(=O)[C@@]12C[C@@H](CC(=O)NCC34CC5CC(CC(C5)C3)C4)C(=O)N(CCc3ccc(OC)c(OC)c3)C1=CCC(C)(C)C2
  -1.5	-7.0	-4.6	8.1	-6.8	-1.4	.	-0.4	3.1	0.8
COC(=O)N/N=C/c1cc(C)n(-c2ccc(Br)cc2)c1C
  0.6	5.2	2.5	0.4	-9.1	3.9	2.4	2.6	-1.9	-3.4
CCC(=O)c1ccc(OCC(=O)NCc2ccccc2CN2CCCC2)cc1
  -2.7	34.7*	-3.9	0.7	0.7	-7.4	2.5	1.4	-2.7	0.9
COC(=O)CSc1cc(C(F)(F)F)nc(-c2ccccn2)n1
  3.2	0.6	-5.0	-3.6	2.1	-1.2	8.3	1.0	1.5	-1.0
CC(C)C[C@H](NC(=O)c1nc[nH]c1C(=O)N1CCNCC1)C(=O)OCc1ccccc1
  3.3	-1.0	-4.3	16.6	4.2	-0.4	-10.4	6.4	-2.6	-1.6
Cc1ccccc1-n1ncc2c1CC(C)(C)CC2NC(=O)c1ccncc1 (centres undefined)
  -1.6	-3.0	-3.9	-6.9	2.1	1.4	-0.2	-1.1	6.7	0.8
COCCOc1cc(Nc2nnc(C(F)(F)F)s2)c(Cl)cc1Cl
  1.8	0.5	-6.6	1.6	17.0	-29.9	-24.1	2.4	4.8	4.8
CCCn1c(SCC(=O)Nc2cc(S(=O)(=O)N3CCCCC3)ccc2C)n[nH]c1=O
  2.3	-2.2	7.3	3.5	-0.3	2.6	-6.3	1.4	-2.1	2.2
O=C(Oc1cccc2c(OC(=O)N3CCCC3)cccc12)N1CCCC1
  2.2	0.4	3.7	-4.7	2.7	0.3	6.9	0.9	8.7	0.9
COc1ccc(S(=O)(=O)n2c([N+](=O)[O-])cnc2C)c(C)c1C
  1.3	-4.9	11.7	1.0	-7.2	4.0	0.3	-0.9	3.2	-2.0
CN1/C(=C\C(=O)Nc2ccc(Cl)cc2)C(C)(C)c2ccccc21
  -3.1	-4.7	13.0	2.4	11.7	-11.0	2.0	-2.0	4.0	7.8

# Exported with bars between the fields: part of the list above.
SMILES | PRMT1 inh | MBD2 inh | SIAE inh | rCAG RNA binder | NPR2 activator | mABHD4 FP | HTRA1 inh | UHRF1 MBD2 ctr | TCR CD3 inh | NPR1 activator
COc1ccc(CCNC(=O)c2ccc(=O)[nH]n2)cc1OC | -0.3 | -4.8 | 0.0 | -1.8 | -6.3 | -4.0 | -3.6 | 0.1 | 4.1 | 0.3
CCOC(=O)CCC(NC(=O)c1ccc(NCN2C(=O)CCC2=O)cc1)C(=O)OCC (centres undefined) | 0.3 | -1.2 | 3.4 | -0.3 | -0.8 | 0.7 | -2.7 | -1.6 | 5.7 | -1.7

# Carrying on.
# Order of results: PRMT1 inh	MBD2 inh	SIAE inh	rCAG RNA binder	NPR2 activator	mABHD4 FP	HTRA1 inh	UHRF1 MBD2 ctr	TCR CD3 inh	NPR1 activator
CCn1c(SCc2cccc(C)c2)nnc1-c1ccccc1
  -2.9	-1.8	6.0	-7.7	-9.3	-3.2	1.7	1.9	4.9	-8.9
Cc1cccc(NC(=O)CN2C(=O)CCS(=O)(=O)c3ccccc32)c1C
  -3.0	-2.7	0.7	-0.9	3.4	0.0	7.5	1.6	-2.8	-2.0
O=C(CN1CCCCC1)Nc1ccc(C(F)(F)F)cc1Cl
  8.2	3.8	1.5	-6.6	2.0	4.1	1.7	3.4	-6.6	2.6
CN1CCN(NC(=O)/C=C/c2ccc(Br)cc2)CC1
  -2.3	1.2	-2.5	-1.6	-0.4	-7.8	-1.2	-2.1	-2.7	2.9
Cn1nc(C(=O)NNC(=O)c2cccc(Cl)c2)ccc1=O
  1.5	-4.4	3.5	1.4	2.1	-2.2	0.9	-0.6	1.8	2.9
CN(Cc1nccn1C)C(=O)c1ccc2nc(Cc3ccccc3F)oc2c1
  8.6	7.3	-9.2	-2.3	3.0	-6.6	0.1	7.0	-2.1	-2.2
O=C(NCc1ccccc1)Nc1cccn(Cc2ccc(Cl)cc2)c1=O
  -0.2	0.2	1.9	-4.7	2.0	-3.1	-7.0	0.1	3.6	-1.7
COc1ccc2c(c1)C(O)C(CO)C(C(=O)O)C2 (centres undefined)
  1.5	5.2	5.1	-0.4	4.2	2.2	3.4	7.5	-2.0	-0.5
Cc1ccc(-c2csc(NC(=O)c3ccc([N+](=O)[O-])o3)n2)cc1
  3.2	3.4	3.0	6.9	-5.0	11.0	0.3	0.8	-3.2	0.9
Cc1nc2ccc(NS(=O)(=O)c3ccccc3Cl)cc2s1
  9.4	-0.3	9.0	3.6	-0.2	1.5	-0.7	-2.4	-5.3	0.4
S=C(Nc1ccccn1)c1ccccn1
  32.4*	2.8	-0.4	-3.2	3.0	4.1	-0.9	2.0	-4.5	-1.3
CCn1cc(C(=O)NCCc2ccccc2)c(=O)c2cc(S(=O)(=O)N3CCCC3)ccc21
  0.7	2.7	0.4	0.0	-0.1	-6.0	-7.4	-1.9	1.0	1.9
CCOC(=O)C1=C(O)C(Nc2nc3ccccc3s2)(C(F)(F)F)N=C1C (centres undefined)
  0.4	2.4	-0.2	-1.2	-6.2	3.7	-6.7	0.3	-8.7	-12.0
CCc1ccc(Nc2nnc(SCC(=O)N(C)C3CCS(=O)(=O)C3)s2)cc1 (centres undefined)
  0.4	-1.5	-8.1	-2.0	6.7	4.6	2.5	-0.3	3.9	-1.3
O=S(=O)(NCc1ccccc1)c1ccc(Br)c2nsnc12
  3.6	-3.6	1.5	5.7	-2.7	1.0	-3.4	-3.2	-6.4	0.7
O=C(NCCCN1CCOCC1)c1cc(S(=O)(=O)N2CCCCC2)ccc1Cl
  0.5	-1.6	0.5	2.9	3.3	-0.3	-3.7	-0.9	4.0	-0.4
CCCn1nc(C(=O)NNC(=O)CSCC(=O)Nc2cc(C)on2)c2ccccc2c1=O
  -7.4	-2.0	-3.7	1.3	-4.7	-5.7	3.9	2.0	-5.0	-7.5
CC(C)(C)NC(=O)C(c1ccccn1)N(C(=O)c1csnn1)C1CCCC1 (centres undefined)
  0.1	-4.2	-0.5	-3.8	2.7	-0.1	0.3	-3.5	1.3	-1.8
N#Cc1nc(-c2ccccc2)oc1NCCCn1ccnc1
  -2.7	-3.8	2.7	-3.2	-6.8	-0.9	6.8	-2.8	0.7	4.3
Cc1ccc(C(=O)c2oc3ccccc3c2NC(=O)c2cc(-c3ccccc3O)n[nH]2)cc1
  2.5	1.4	-40.7	11.3	3.1	-8.2	-29.2	-1.1	1.3	-0.7

# (next part)
# Order of results: PRMT1 inh	MBD2 inh	SIAE inh	rCAG RNA binder	NPR2 activator	mABHD4 FP	HTRA1 inh	UHRF1 MBD2 ctr	TCR CD3 inh	NPR1 activator
COc1cccc(NC(=O)CSc2nnc(COc3ccc4c(c3)CCCC4)o2)c1
  0.5	-1.2	4.4	-1.8	-0.6	-2.6	-8.6	0.5	0.7	0.6
O=C(/C=C/c1ccc(OCCCF)cc1)N1CCOCC1
  1.8	0.8	-3.6	-3.6	-1.7	1.8	9.5	0.4	-4.9	-5.7
COc1ccc(-c2ccnc3nc(N4CCOCC4)nn23)cc1
  -2.2	-1.4	8.8	-1.2	3.4	-2.0	1.1	-5.2	5.8	1.6
COc1ccc(S(=O)(=O)N(C)C)cc1NC(C)C(=O)Nc1cccc(C#N)c1 (centres undefined)
  1.5	-1.1	7.4	13.4	-5.8	9.6	-6.3	-2.8	-2.1	-0.7
O=C(NNC(=O)c1ccccc1OCc1ccc(F)cc1)c1ccccc1O
  -0.4	-6.4	3.9	23.5	0.3	5.5	25.4	-3.4	24.9*	-2.8
COc1cccc(N2CCN(C(=O)c3ccc(N4C(=O)NC5CC4(C)Oc4ccccc45)cc3)CC2)c1 (centres undefined)
  1.1	-5.0	5.6	-1.8	-4.9	2.3	5.4	-2.7	6.0	-6.2
CNC(=O)C(=O)NCCc1ccc(Cl)cc1
  -0.7	2.3	-1.5	-3.2	5.3	-1.3	0.9	0.3	-3.4	8.3
O=C(Nc1ncc(Cc2ccccc2)s1)C1COc2ccccc2O1 (centres undefined)
  0.5	1.7	2.1	-6.0	11.2	-1.5	-4.2	0.3	3.2	0.8
CC(C)(C)Cc1c(-c2ccc(F)cc2)nc2ccc(Br)cn12
  -1.7	-3.4	0.9	0.4	-5.1	-4.2	-6.0	20.8*	-1.6	26.1
c1ccc(CSc2nnc(SCc3ccccn3)s2)nc1
  -0.5	-2.3	5.8	3.6	2.0	2.1	0.6	2.4	-3.9	1.3
CN1CCN(C(=O)c2ccc3c(c2)N(Cc2ccccc2F)C(=O)c2ccccc2S3=O)CC1 (centres undefined)
  -2.4	-1.3	-2.4	1.5	2.0	-1.6	-1.6	-0.9	-1.1	3.1
C=CCNc1cnn(CC(C)=O)c(=O)c1Br
  -0.3	-6.9	-4.7	-2.1	4.4	0.1	1.3	1.2	-1.7	3.4
C=CCc1c(C)nc(C)nc1N/N=C/c1ccccc1O
  -0.1	3.4	2.1	1.0	4.5	4.2	16.6	0.9	-0.8	6.5
CC(=O)c1cn(N2CCCCC2)c(=O)[nH]c1=O
  1.5	-4.5	5.1	0.7	6.0	0.7	-3.8	-1.1	3.1	-1.2
